# PTAP TSG101 blk: qHTS Assay for Iinhibitors of HIV-1 Budding by Blocking the Interaction of PTAP/TSG101; AID 493005, 2010; 340,000 tested, under 10 active; Potency, µM (titrated, usually from 115 µM), for inactives: at the highest dose activity change, negative = inhibition, most hits filed as inhibitors; Tumor susceptibility gene 101 protein (Homo sapiens), Q99816; Fluorescence polarization, FITC-PTAP peptide / Tsg101 binding; active means well fitted inhibition curve with a large enough effect in the main read-out, with a control signal flat, not every such curve was filed as active; inconclusive means small, poorly fitted or top-dose-only effect, or effect the other way, or a change in a side signal; inactive means no such curve, though single readings can be large or run the other way; further: potency means the concentration at half of the fitted maximal effect; % of control where 0% means no effect
#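 Fluorescence anisotropy tracks displacement of a FITC-tagged PTAP peptide (50 nM) from the Tsg101 binding domain (10 uM), following a 20 min room-temperature incubation at pH 7.5.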
# uPA surface inh: qHTS for Inhibitors of Cell Surface uPA Generation. actives 0.31% (n = 330,000). cell surface uPA generation assay, qHTS. Potency, µM (titrated, usually from 38.3 µM), inactives show top-dose activity change, negative = inhibition, most hits filed as inhibitors; active means well fitted inhibition curve with a large enough effect; inconclusive means small, poorly fitted or top-dose-only effect; inactive means no such curve, though single readings can be large or run the other way; tested in mouse RAW 264.7 cells; further: potency means the concentration at half of the fitted maximal effect; on the % scale 0 is the no-effect control and ±100 the full control effect; nearly all actives have a fitted effect of over 55% in size
# Integrin act MD: qHTS for Activators of Integrin-Mediated Alleviation for Muscular Dystrophy; alpha7betagal myoblasts, beta-gal FDG fluorescence, 48 h; Potency, µM (top dose mostly 38.3 µM), for inactives: at the highest dose activation, most hits filed as activators; AID 624291, 2012; actives 0.064% (n = 350,000);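 further: potency means the concentration at half of the fitted maximal effect; 100% = response of the positive control SU9516; nearly all actives have a fitted effect of over 60% in size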
#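 alpha7betagal+/- myoblasts (passage 13, 250/well) treated 48 h at 37C with compounds at 1:260 dilution of DMSO stock. Lysed, then beta-galactosidase activity read as FDG fluorescence (ex 480/em 540) after 30 min, with pre-read for autofluorescence.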
# S-ASM inh: Inhibitors of Secretory Acid Sphingomyelinase (S-ASM): qHTS | Potency, µM (titrated, usually from 57.5 µM), inactives show at the top dose activity change, negative = inhibition, actives largely listed as inhibitors | actives 0.006% (n = 340,000) | placental ASM, HMU-PC fluorogenic substrate, 60 min | Sphingomyelin phosphodiesterase (Homo sapiens), P17405; further: potency means the concentration at half of the fitted maximal effect
#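 Human placenta-derived ASM preincubated with compound 10 min at room temperature, then reacted with 9 uM (final) fluorogenic HMU-PC substrate for 60 min at 37 C. Stop solution raises pH to 10; fluorescence read at Ex 386/Em 447 nm.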
# BRCA1 expr up: qHTS Assay to Identify Small Molecule Activators of BRCA1 Expression. MCF7-BRCA1-FFLuc reporter, luminescence, 48 h; response scale: scaled: vehicle 0%, 10 µM genistein 100%. AID 624202, 2012. Potency, µM (top dose mostly 46.1 µM), for the others: at the top dose activation, usual class: activators. actives 1.1% (n = 380,000); further: potency means the concentration at half of the fitted maximal effect; nearly all actives have a fitted effect of over 80% in size; some results filed as inactive show a strong effect at the top dose
#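 Luminescence from a BRCA1-driven firefly luciferase in MCF7 cells was read after 48 h compound exposure at 37 C. Data normalized against DMSO and a 10microM genistein activation control, then curve-fitted across the titration.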
# p53 reactivation: qHTS assay for re-activators of p53 using a Luc reporter. Potency, µM (doses to about 92.2 µM), without a hit: top-dose activity change, positive = activation, hits mostly activators. actives 0.063% (n = 320,000). AID 504706, 2011. H1299 p53-A138V BP100-luciferase reporter, luminescence, 24 h; further: potency means the concentration at half of the fitted maximal effect; % of control where 0% means no effect; nearly all actives have a fitted effect of over 45% in size
#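 H1299 (p53-null), stable ts p53-A138V + BP100-Luc; 1000 cells/well, Opti-MEM/10% FBS; cpd 4 pt, 1:5; 24 h, 37 deg C, 5% CO2; detection reagent 10 min RT; luminescence.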
# TRPV1 agonist: HTS Assay for Compounds that Act as Agonists of the Vanilloid Receptor 1; Transient receptor potential cation channel subfamily V member 1 (Homo sapiens), Q8NER1; TRPV1-expressing cells, Fluo-8 calcium influx, agonist mode; activation, % at 8.33 µM; actives 0.19% (n = 320,000); AID 540275, 2011; in the data active means activation above about 80%; inconclusive means between about 30% and that limit; further: 0% is about no effect
#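 Cells expressing TRPV1 were dye-loaded with Fluo-8 and read kinetically: 10 s baseline, 3 min after compound (agonist portion), then 2 min after EC20 capsaicin (allosteric enhancer portion). Calcium-bound dye fluorescence at 480/520 nm.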
# ELG1 genotox: qHTS screen for small molecules that induce genotoxicity in human embryonic kidney (HEK293T) cells expressing luciferase-tagged ELG1. HEK293T ELG1-luciferase reporter, luminescence, 16 h. Potency, µM (top dose mostly 46 µM), without a hit: at the top dose activity change, positive = activation, hits mostly activators. actives 1.3% (n = 330,000). AID 504466, 2011; further: potency means the concentration at half of the fitted maximal effect; % of control where 0% means no effect; nearly all actives have a fitted effect of over 60% in size
#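 Luminescence read-out: rising ELG1-luciferase signal, reflecting elevated ELG1 protein under genetic stress, flags genotoxic compounds. Cells were treated for 16 hr at 37 °C before ONE-Glo detection.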
# B2AR arrestin: qHTS assay of beta-arrestin-biased ligands of beta2-adrenergic receptor; Beta-2 adrenergic receptor (Homo sapiens), P07550; beta-arrestin recruitment to beta2AR, cell-based reporter; Potency, µM (highest dose often 46.1 µM), for the others: at the top dose activation, usual class: activators; actives 0.02% (n = 330,000);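 further: potency means the concentration at half of the fitted maximal effect; 0% = DMSO controls and full agonism = EC100 isoproterenol or metaproterenol; nearly all actives have a fitted effect of over 65% in size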
# USP2a inh: qHTS Assay for Inhibitors of Ubiquitin-specific Protease USP2a Using CHOP2 as the Reporter. actives 0.01% (n = 330,000). Ubiquitin carboxyl-terminal hydrolase 2 (Homo sapiens), O75604. USP2 core, Ub-CHOP2 coupled fluorogenic reporter, 485/531. Potency, µM (doses to about 38.3 µM), for inactives: at the top dose activity change, negative = inhibition, usual class: inhibitors. AID 463254, 2010;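 further: potency means the concentration at half of the fitted maximal effect; plate controls were DMSO wells for no effect and full inhibition by NEM control for full effect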
# Target sequence (O75604 whole entry, looked up): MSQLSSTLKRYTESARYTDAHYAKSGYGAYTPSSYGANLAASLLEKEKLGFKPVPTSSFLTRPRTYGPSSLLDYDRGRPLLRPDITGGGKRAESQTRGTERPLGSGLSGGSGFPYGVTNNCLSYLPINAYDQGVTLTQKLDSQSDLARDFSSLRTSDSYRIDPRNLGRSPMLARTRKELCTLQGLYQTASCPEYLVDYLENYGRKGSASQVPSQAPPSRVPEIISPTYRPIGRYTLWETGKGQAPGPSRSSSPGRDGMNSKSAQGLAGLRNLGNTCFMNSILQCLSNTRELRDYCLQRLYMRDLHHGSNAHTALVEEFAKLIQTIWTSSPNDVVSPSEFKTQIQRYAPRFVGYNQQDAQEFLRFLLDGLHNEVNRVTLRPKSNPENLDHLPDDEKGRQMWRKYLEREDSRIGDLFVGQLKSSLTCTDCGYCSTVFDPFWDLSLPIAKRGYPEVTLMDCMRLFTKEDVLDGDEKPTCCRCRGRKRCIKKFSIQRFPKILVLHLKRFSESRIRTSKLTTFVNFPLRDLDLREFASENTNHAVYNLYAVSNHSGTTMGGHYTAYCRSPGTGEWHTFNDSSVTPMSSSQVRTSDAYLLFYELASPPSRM
#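 Cell-free coupled assay: 10nM USP2 core preincubated 30min RT with compound in Tris-HCl pH 8.0/CaCl2/CHAPS buffer, then 25nM Ub-CHOP2 and 25nM reporter substrate; fluorescence (Ex 485/Em 531) read after 60min RT, normalized to NEM inhibition, concentration-response curves fitted.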
# Eya2 inh: qHTS Assay for Inhibitors of the Phosphatase Activity of Eya2; Potency, µM (top dose mostly 76.9 µM), for inactives: top-dose activity, negative = inhibition, usual class: inhibitors; recombinant Eya2, OMFP fluorescence dephosphorylation (OMFP is methylfluorescein phosphate); actives 0.006% (n = 330,000); further: potency means the concentration at half of the fitted maximal effect; on the % scale 0 is the no-effect control and ±100 the full control effect
# Target sequence (O00167 whole entry, looked up): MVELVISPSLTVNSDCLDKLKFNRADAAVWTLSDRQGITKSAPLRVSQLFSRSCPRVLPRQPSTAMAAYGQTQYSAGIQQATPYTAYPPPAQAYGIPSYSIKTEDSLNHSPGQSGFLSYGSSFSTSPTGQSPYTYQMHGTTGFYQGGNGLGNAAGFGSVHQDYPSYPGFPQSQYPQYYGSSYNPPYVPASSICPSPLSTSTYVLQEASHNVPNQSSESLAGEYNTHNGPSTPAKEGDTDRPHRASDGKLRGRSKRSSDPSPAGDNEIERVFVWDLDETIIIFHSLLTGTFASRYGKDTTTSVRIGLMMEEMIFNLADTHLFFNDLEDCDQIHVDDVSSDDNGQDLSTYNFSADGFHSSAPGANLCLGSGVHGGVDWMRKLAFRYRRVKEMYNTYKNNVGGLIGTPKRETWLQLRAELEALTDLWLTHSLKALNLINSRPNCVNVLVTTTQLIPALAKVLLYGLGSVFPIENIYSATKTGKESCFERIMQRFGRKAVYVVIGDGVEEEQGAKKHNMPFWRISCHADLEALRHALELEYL
#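 Eya2 protein (added as 0.2 uM solution) was preincubated with compound for 10 min at ambient temperature in 50 mM HEPES pH 7.5, 50 mM NaCl, 5 uM MgCl2, 0.05% BSA, 1 mM DTT. OMFP (added at 50 uM) then reacted 10 min; fluorescence read at 485/525 nm.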
# The depositor's hits bear a star; ? = inconclusive; nt = not tested or not shown; [ ] = dose if it differs, or a comment. Unless noted, the call rests on the fitted dose curve; in most records, active means well fitted curve in the direction sought with a large enough effect; inconclusive means small, poorly fitted or top-dose-only effect, or another doubt; inactive means no such curve, though single readings can be large; an effect the other way counts as inactive or inconclusive.
SMILES,PTAP TSG101 blk,uPA surface inh,Integrin act MD,S-ASM inh,BRCA1 expr up,p53 reactivation,TRPV1 agonist,ELG1 genotox,B2AR arrestin,USP2a inh,Eya2 inh
COc1cc(CNc2ccc(N3CCN(C(C)=O)CC3)cc2)ccc1OCc1ccc(F)cc1,-8.8%,-6.6%,-8.9%,-2.1%,10.4%,4.2%,-0.1,8.2%,0.2%,4.1%,-9.6%
COc1ccc(NC(=O)c2ccc(Cc3ccc(C)cc3)o2)cc1,-2.1%,-7.2%,22.2%,-5.1%,-10.2%,27.3%,-0.3,0.0%,0.8%,-2.7%,-27.8%
Cc1noc(C)c1Cc1ccc(O)cc1,0.0%,3.3%,4.1%,6.7%,-7.7%,8.7%,-2.1,-0.4%,0.8%,0.6%,-21.3%
Cc1cccc(Nc2nc(N3CCCCC3)nc(N3CCCCC3)n2)c1,4.5%,2.6%,12.4%,?,-23.6%,11.0%,2.4,-2.5%,0.0%,0.0%,3.5%
COc1ccc(CCN(C)Cc2nc(Cc3ccc(OC)c(OC)c3)no2)cc1OC,-0.9%,0.3%,0.0%,-1.4%,2.6%,-2.1%,19.4,-9.3%,0.3%,-22.2%,-2.0%
C=CCn1c(SCC(=O)Nc2cccc(S(N)(=O)=O)c2)nc2sc(C)c(C)c2c1=O,-5.9%,3.1%,-8.1%,-10.4%,-18.1%,-12.3%,nt,-9.1%,0.6%,-10.5%,7.7%
O=C(Nc1cccc(NC(=O)c2ccccc2Cl)c1)c1ccco1,-1.4%,-12.5%,-53.9%[inhibitor],-1.1%,1.0%,3.0%,1.2,3.4%,-0.1%,2.5%,5.9%
Cc1ccc(OCC(=O)Nc2ccc(C)c(S(=O)(=O)N3CCCCCC3)c2)c([N+](=O)[O-])n1,0.3%,-10.3%,0.8%,-6.0%,-33.9%,0.0%,9.6,-12.5%,0.0%,1.0%,-6.8%
CN(C(=O)c1cccc(NC(=O)Cc2ccc(NC(=O)C3CCN(C(=O)C4CCCCC4)CC3)cc2)c1)C1CCCC1,-6.6%,5.5%,-2.2%,-0.6%,8.7%,nt,nt,nt,nt,nt,nt
O=C(Nc1nncs1)C1CC(=O)N(C2CCCC2)C1 (centres undefined),-4.3%,-12.9%,?,-1.1%,0.3%,-0.4%,3.1,2.8%,-0.8%,-1.3%,5.1%
COc1ccc(NC(=S)NC(C)C(c2ccccc2)N2CCOCC2)cc1 (centres undefined),-3.1%,5.0%,7.0%,4.2%,-21.1%,-1.2%,-3.6,-2.2%,-0.4%,0.0%,-6.1%
COc1ccc(S(=O)(=O)NC2CCCC2)c(Cl)c1Cl,-4.8%,nt,11.4%,-0.3%,-28.4%,-0.8%,9.3,-6.2%,-0.7%,3.8%,16.2%
Cc1cccc(C(=O)N2CCN(Cc3ccc4c(c3)OCO4)CC2)c1,-0.8%,-18.1%,20.1%,4.1%,6.7%,-6.2%,nt,-7.4%,0.4%,2.3%,1.6%
O=C(OC(c1ccccc1)c1nccc2ccccc12)c1cc([N+](=O)[O-])cc([N+](=O)[O-])c1 (centres undefined),-0.8%,-3.4%,-37.6%,-7.7%,-21.5%,?,-2.9,1.7%,-1.9%,1.7%,-0.3%
CCOC(=O)C(C)c1ccc2cc(OC)ccc2c1 (centres undefined),0.9%,-1.6%,23.7%,-5.8%,9.9%,0.7%,-1.4,1.1%,-0.8%,0.9%,6.5%
Cc1ccc(-n2c(-c3ccncc3)n[nH]c2=S)cc1C,-2.8%,5.5%,?,1.5%,5.9%,2.1%,0.2,7.9%,-0.6%,0.1%,-2.9%
COc1ccc(NC(=O)CCCc2nnc3n(C)c(=O)c4sccc4n23)cc1,2.5%,1.4%,0.0%,0.3%,-3.4%,-9.8%,1.6,0.5%,-0.9%,3.8%,7.6%
Cc1cc(C(=O)N/N=C/c2cc(Cl)cc([N+](=O)[O-])c2O)n[nH]1,-3.0%,0.6%,7.1%,-0.8%,-18.1%,3.4%,1.2,-7.7%,-0.6%,3.3%,7.7%
Cc1ccccc1Nc1nc(N)nc(COC(=O)c2ccco2)n1,-2.8%,-1.5%,2.7%,3.8%,3.98µM*,?,nt,?,-0.2%,1.4%,-9.9%
COC(=O)c1c(C)c(OC(=O)c2c(C)cc(O)c(C=O)c2O)cc(C)c1O,-0.4%,-7.3%,?,29.7%,5.7%,nt,nt,nt,nt,nt,nt
Cc1c(NS(=O)(=O)c2ccc(N3CCN(C)CC3)c([N+](=O)[O-])c2)c(=O)n(-c2ccccc2)n1C,3.0%,-1.0%,12.9%,2.6%,16.4%,-2.1%,-3.3,-7.2%,-0.2%,11.2%,7.1%
O=C(Nc1ccc(C(=O)N2CCOCC2)cc1)c1cc(-c2cccnc2)nc2ccc(Br)cc12,-2.2%,-21.6%,-27.7%,-13.9%,-60.7%,-8.1%,1.1,-21.2%,-0.8%,1.5%,-4.7%
CC(C)c1ccc(NC(=O)[C@@H]2CCC(=O)N2C2OC(=O)c3ccccc32)cc1 (some centres undefined),2.7%,-10.8%,17.8%,-0.9%,43.1%,nt,20.3,?,-0.7%,-2.4%,-9.3%
CCOc1cc(CNCCCN2CCOCC2)ccc1OCC(=O)NC(C)(C)C,-5.8%,0.3%,-2.9%,6.1%,4.2%,-0.5%,-0.2,0.6%,0.1%,0.1%,-1.4%
CCc1nc2oc(C(=O)c3ccccc3)c(N)c2c2c1COC(C)(C)C2,-1.4%,0.3%,1.3%,3.2%,-27.8%,3.5%,-0.8,-2.5%,0.2%,-0.7%,-1.5%
# The list continues:
SMILES,PTAP TSG101 blk,uPA surface inh,Integrin act MD,S-ASM inh,BRCA1 expr up,p53 reactivation,TRPV1 agonist,ELG1 genotox,B2AR arrestin,USP2a inh,Eya2 inh
CC(C)CNC(=O)C(=O)Nc1cc2c3c(c1)CCC(=O)N3CCC2,-2.4%,-3.1%,-12.1%,-0.5%,-8.3%,3.1%,1.4,14.5%,0.1%,1.9%,-6.0%
O=S(=O)(c1ccc(S(=O)(=O)N2CCN(C/C=C/c3ccccc3)CC2)cc1)N1CCCC1,1.5%,0.1%,-18.3%,-0.6%,13.7%,9.6%,3.9,-5.0%,-0.4%,0.6%,3.7%
CC(C)C[C@H]1CN=C(Nc2ccccc2)N1CC1CCCCC1,-3.3%,-29.4%,0.0%,0.9%,-14.1%,nt,2.5,-11.3%,-0.3%,-0.7%,-21.5%
Cc1ccc(/C=N/Nc2nc(Cl)c(Cl)cc2Cl)s1,-1.3%,2.2%,-9.2%,25.0%,?,?,7.5,?,-0.9%,-0.8%,-21.8%
CCOc1ccc(CCNC(=O)CN2C(=O)NC3(CCCc4ccccc43)C2=O)cc1OCC (centres undefined),-1.9%,2.0%,3.4%,-0.3%,-12.0%,-5.8%,-0.6,0.6%,-0.2%,-0.9%,-32.1%
COc1ccc(/C=C/c2ccc3cccc(O)c3n2)c(OC)c1OC,-5.3%,-4.3%,-64.4%[inhibitor],16.2%,2.9%,?,1.2,23.1µM*,?,1.7%,0.3%
O=[N+]([O-])c1cccc(NC(=S)N2CCc3ccccc3C2)c1,-6.9%,-4.9%,-15.7%,-6.7%,42.8%,3.0%,-6.1,11.6%,-0.3%,0.4%,5.4%
CCOc1ccc(NC(=O)C2CCCN(c3nn4c(=O)cc(C)nc4s3)C2)cc1 (centres undefined),0.8%,5.5%,-0.6%,0.3%,19.5%,-2.4%,-3.1,1.9%,-0.1%,1.1%,12.5%
CCOc1ccc(NC(=O)/C=C/c2ccccc2)c([N+](=O)[O-])c1,-0.2%,-7.2%,8.0%,-1.3%,22.3%,?,1.0,17.0%,-0.3%,3.9%,0.3%
CCCCNC(=O)c1ccc(C)c(NC(=O)C2=C(C)OCCS2)c1,-2.3%,1.8%,-42.2%,3.9%,10.0%,-5.3%,2.3,2.9%,-0.6%,-1.4%,4.3%
O=C(COC(=O)c1ccc(Cl)c(S(=O)(=O)N2CCOCC2)c1)NCc1ccco1,-3.6%,-2.4%,0.0%,-0.5%,-10.4%,8.8%,7.7,2.8%,-0.3%,3.3%,5.2%

# Compound activity as filed in PubChem BioAssay.
